Insulin prom inh = TRM-6 insulin promoter activity inhibition | TRM-6 cells (human fetal islet line), insulin promoter-eGFP reporter, imaging; reporter expression induced with tamoxifen | 0.9% of 130,000 active | inhibition, % at 2 µM;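 active = inhibition above the mean plus 3 SD, with well images judged a real hit on visual review, cut at about 60% in these data, passing the limit was not always enough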
sdo1 growth = compounds rescuing growth of sdo1-depleted yeast, bone marrow failure model. S. cerevisiae sdo1-depleted JHY4D growth rescue, OD600 30 h; active compounds read high; pdr5 snq2 efflux-pump mutant strain. z-score at 10 µM. 0.21% of 140,000 active;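 active = z-score above 3 at both the 24 hr and the 30 hr optical density reads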;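 note: z-score against mean and SD of all compound wells on the same plate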
sdo1 growth Rescue 24 h = further read-out of sdo1 growth, marked with its call; z-score; S. cerevisiae sdo1-depleted JHY4D growth rescue, OD600; measured here: growth rescue at 24 h;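 0 is the plate mean of compound wells and units are plate SD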
Active calls of the source: *; / = not tested or not shown; [ ] = remark or other dose.

SMILES | Insulin prom inh | sdo1 growth | sdo1 growth Rescue 24 h
COCC(=O)Nc1cccc(Br)c1 | 15 | -0.05 | -0.76
CC(NC(=O)/C=C/c1cnc2ccccc2n1)C12CC3CC(CC(C3)C1)C2 (stereo not drawn) | 42 | -1.9 | -1.2
CCOC(=O)c1ccc(Nc2cc(C)nc(C)c2C(=O)OCC)cc1 | 51 | 0.8 | 0.12
N#CC1=C2C=Cc3ccccc3N2CCCC1=O | 17 | 0.88 | 0.76
CN(C)c1ccc(/C=C/C(O)=C2/C(=O)N(C)C3(C)CC2c2ccccc2O3)cc1 (stereo not drawn) | -64 | -1.5 | -1.2
COc1ccc(-c2cc(C(F)(F)F)nc(SCCC(=O)NCc3ccccc3)n2)cc1 | -36 | -0.32 | 0.38
O=C(NC1CCCC1)C1CCC(=O)N1C1CCCCC1 (stereo not drawn) | 21 | / | /
COc1ccc(CCNC(=O)Cn2c(=O)n(-c3ccc(F)cc3F)c(=O)c3sccc32)cc1OC | -7 | / | /
Cc1ccc(-n2nnnc2SCc2ccccn2)cc1C | -43 | 0.64 | 1.2
O=C(NCCN1CCCCC1)c1c(O)c2ccccc2[nH]c1=O | -9 | -0.39 | 0.03
COc1ccc(CNS(=O)(=O)NCc2ccccc2)cc1 | 8 | / | /
CC(C)CC(c1nnnn1CCc1ccccc1)N1CCC(C(N)=O)CC1 (stereo not drawn) | 100* | 0.35 | 0.27
Oc1ccc(-c2nc3ncccn3c2Nc2ccc3c(c2)OCO3)cc1 | 36 | 1.4 | 1.1
Cc1ccc(NC(=O)Cc2ccc3c(c2)CCCC3)cc1C | 8 | -0.96 | -0.57
CC1COC(C)(CC(=O)NN2C(=O)c3ccccc3C2=O)O1 (stereo not drawn) | -36 | / | /
COc1ccccc1CN1C(=O)CN(C2CCCCCC2)C(=O)C1c1ccc(F)cc1 (stereo not drawn) | -43 | -1.4 | -0.71
C=CCNC(=S)NNC(=O)c1ccncc1 | 27 | / | /
O=C(c1cc(F)ccc1F)C1CCCN(C(=O)CCc2cnccn2)C1 (stereo not drawn) | 33 | / | /
COc1ccc(S(=O)(=O)N(CC(=O)NCc2cccnc2)c2ccc(F)cc2)cc1OC | -79 | 0.55 | -0.12
COc1ccc(-c2cn3cccc(C)c3n2)cc1Br | 41 | 0.04 | -0.27
O=C(Cn1c(=O)sc2ccccc21)OC(CCl)CCl | 73 | -0.31 | -0.65
CCc1ccccc1NC(=O)c1ccc(CN2CCC(Cc3ccccc3)CC2)cc1 | -10 | -0.86 | -0.27
Cc1ccccc1C(=O)Nc1sc(C)c(C)c1C(=O)c1ccccc1 | / | -0.81 | -0.32
Cc1sc(NC(=O)Cc2ccc3c(c2)OCO3)nc1-c1ccc2c(c1)CCN2C(=O)c1ccc(F)cc1 | 22 | -1.2 | -0.89
O=C(c1ccco1)N1CCN(c2ccccc2F)CC1 | 0 | -0.25 | -0.88
COc1cc2[nH]c(=S)nc(NCCC(C)C)c2cc1OC | 83* | / | /
Cn1c(=O)c2c(nc(CN3CCN(Cc4ccccc4)CC3)n2Cc2ccc(F)cc2)n(C)c1=O | 0 | -0.41 | -1.1
COc1cc(NC(=O)CCC2CCCC2)cc(-n2cnnn2)c1 | -8 | -0.53 | -1.4
Oc1ccc(-c2nnc(SCC3CCCCC3)o2)cc1 | / | -2.6 | -1.8
c1ccn(-c2ncnc3sc4c(c23)CCCC4)c1 | / | -0.93 | -1
Cc1ccc[n+](-c2nc3ccccc3nc2C(=C=[N-])C#N)c1 | -33 | -0.16 | 0.09
C=CCSc1nnc(NC(=O)CSc2nc3ccccc3o2)s1 | 11 | -1.6 | -0.98
Cn1c(Cc2ccccc2)nnc1SCC(=O)N1CCOCC1 | 63 | 1.6 | 1.8
COc1ccc(-c2nc(-c3cccc(C)c3)[nH]c(=O)c2C#N)cc1 | / | -0.64 | -0.03
O=C(O)Cc1sc(Nc2ccc(F)cc2)nc1-c1cccs1 | -15 | / | /
O=[N+]([O-])c1cccc(Cl)c1NCCNS(=O)(=O)c1ccc(Cl)cc1 | / | -1.6 | -1.4
Cn1c(=O)[nH]c(=O)c2c1nc(CN1CCN(c3cccc(Cl)c3)CC1)n2CCCc1ccccc1 | / | -1.4 | -0.85
Cc1ccc(C)n1-c1ccc(NC(=O)c2ccccc2)cc1 | 35 | -0.42 | -0.27
Cc1nn(C)c(C)c1NC(=O)CSc1nc(C2CC2)nc2c1cnn2-c1ccccc1 | 65 | 1.4 | 2.5
CCCn1c(N)c(C(=O)CSc2nnc(-c3ccco3)n2Cc2ccccc2)c(=O)[nH]c1=O | -22 | 0.38[6.5 µM] | -0.36
COC(=O)C1=C(C)Nc2ccc(C)cc2S1 | / | -0.39 | -0.64
Cc1ccc2nc(CSc3nnc(Nc4ccccc4C)s3)cc(=O)n2c1 | -162 | -0.79 | -0.55
Cc1c(NC(=O)c2cccc(-c3cc4ccccc4oc3=O)c2)cccc1-c1nc2ncccc2o1 | / | 0.61 | 1.7
CCNC(=O)OCCC12CC3CC(CC(C3)C1)C2 | / | -0.76 | -0.74
O=C(O)CSCC(=O)NCc1ccc(Cl)cc1Cl | 29 | / | /
Cc1ccc(/C=N/Nc2ccc(C(=O)O)cc2)s1 | -13 | / | /
CCn1c(SCc2c(F)cccc2Cl)nnc1-c1ccco1 | 40 | -0.97 | -0.91
CCN(CC(=O)NCc1cccs1)S(=O)(=O)c1cccc(C(C)=O)c1 | / | -0.21 | -0.47
COc1ccc(-c2c(S(=O)(=O)c3ccccc3)cnn2-c2ccccc2)cc1 | / | -1 | -0.98
CCCCN1C(=O)/C(=c2\sc3nc(=O)c(-c4ccccc4)nn3c2=O)c2ccccc21 | 27 | 0 | -0.01

Part of the list above in order of formula weight, rising:
SMILES | Insulin prom inh | sdo1 growth | sdo1 growth Rescue 24 h
CCNC(=O)OCCC12CC3CC(CC(C3)C1)C2 | / | -0.76 | -0.74
CCN(CC(=O)NCc1cccs1)S(=O)(=O)c1cccc(C(C)=O)c1 | / | -0.21 | -0.47
Cc1c(NC(=O)c2cccc(-c3cc4ccccc4oc3=O)c2)cccc1-c1nc2ncccc2o1 | / | 0.61 | 1.7

(cont.)
SMILES | Insulin prom inh | sdo1 growth | sdo1 growth Rescue 24 h
O=C1C2(c3ccccc3)CN(CCCO)CC1(c1ccccc1)CN(CCCO)C2 | -106 | 0.84 | 0.5
COc1ccc(OCC(=O)NNC(=O)c2cccnc2)cc1 | 13 | 0.71 | 0.41
Cc1cc2ccccc2n1CCNC(=O)COc1ccc2ccccc2c1 | / | -2.3 | -1.9
CCOc1ccc(NC(=S)N(CCc2c(C)[nH]c3ccccc23)Cc2cccnc2)cc1 | 40 | 0.62 | 0.79
COc1ccc(OC)c(CNc2ccc([N+](=O)[O-])cc2C)c1 | -33 | / | /
Cn1ccnc1C(=O)c1cc(SCC(=O)NCc2ccccc2)nc2ccccc12 | 0 | / | /
O=C(CN(CC1CCCO1)C(=O)CCC(=O)Nc1nccs1)NCc1ccc2c(c1)OCO2 (stereo not drawn) | -42 | 1 | 1.7
CCCCNC(=O)CS(=O)Cc1nc(-c2cccs2)oc1C (stereo not drawn) | / | 1.7 | 1.7
CN1Cc2sc(N)c(C#N)c2CC1(C)C | / | 0.36 | -0.26
COc1ccc(OC)c(-c2nc3cc4ccccc4cc3nc2-c2ccccc2)c1 | 12 | -0.32 | 0.76
O=C(OCn1nnc2ccccc2c1=O)c1cc(-c2ccccc2)nc2ccccc12 | 26 | -1 | -0.44
CCN(CCNC(=O)Nc1ccc(Cl)cc1)c1ccccc1 | -24 | -1.5 | -0.62
CC(NC(=O)COC(=O)Cn1cnc2ccccc2c1=O)C1CC2CCC1C2 (stereo not drawn) | 0 | 0.35 | -0.47
CCOc1ccc(S(=O)(=O)N(C)c2ccc(OCC(=O)Nc3ccc4[nH]c(=O)[nH]c4c3)cc2)cc1 | -7 | -0.11 | -0.41
Cc1cc(NC(=O)CO/N=C/c2ccc3c(c2)OCO3)ccc1Br | -6 | / | /
COc1ccc2c(c1)N1CCN=C1N2C | 7 | 0.16 | -0.33
Cc1nn2c(-c3ccncc3)nnc2c2ccccc12 | -12 | -2.1 | -1.6
C=CCOC(=O)/C(=C\c1cccc2ccccc12)NC(=O)c1ccccc1 | / | -1.2 | -0.1
N#Cc1ccccc1OCC(=O)NCC1(N2CCCCC2)CCCCC1 | 8 | / | /
C1CCN=C(Nc2nn[nH]n2)CC1 | 18 | -0.39 | -0.72
Cc1ccc(Cn2cc(S(=O)(=O)c3ccc(Cl)cc3)c(=O)c3cc(F)ccc32)cc1 | 19 | -0.81 | -0.76
CCOC(=O)C1=NN(C(=O)c2ccc(C)cc2)C(O)(c2ccc(Cl)cc2)C1 (stereo not drawn) | -29 | -1.2 | -0.74
CC(C)(C)c1nn(-c2ccccc2)c2[nH]c(=O)c(CNc3ccc4c(c3)OCCO4)cc12 | 16 | -1.2 | -0.17
COc1ccc(C(=O)/C=C/Nc2ccccn2)cc1 | 52 | 0.48 | 0.1
Cc1ccc(NC(=O)Cc2ccc([N+](=O)[O-])cc2)c(Br)c1 | 53 | -0.79 | -0.03
CCOC(=O)C1CCN(Cc2ccc(OC)c(C)c2OC)CC1 | / | 1.4 | 0.96
Cc1cc(C)c(C(=O)C2OC(=O)C(C)(C)C(=O)C2(C)C)c(C)c1 (stereo not drawn) | / | -1.5 | -0.9
COC(=O)c1cc(-c2ccc(OC)c(OC)c2)on1 | 23 | 0.27 | -0.33
COc1cccc(-c2nnc(-c3ccc(C)o3)o2)c1 | -15 | 0.77 | 0.74
CC(C)CN(CC(C)C)C(=O)C12CCC(C)(C(=O)O1)C2(C)C (stereo not drawn) | -5 | -0.11 | -0.24

3 records picked at random from the list so far, as already listed:
SMILES | Insulin prom inh | sdo1 growth | sdo1 growth Rescue 24 h
Cc1cc(C)c(C(=O)C2OC(=O)C(C)(C)C(=O)C2(C)C)c(C)c1 (stereo not drawn) | / | -1.5 | -0.9
COc1cccc(-c2nnc(-c3ccc(C)o3)o2)c1 | -15 | 0.77 | 0.74
COc1ccc(C(=O)/C=C/Nc2ccccn2)cc1 | 52 | 0.48 | 0.1

(more compounds)
SMILES | Insulin prom inh | sdo1 growth | sdo1 growth Rescue 24 h
O=[N+]([O-])c1ccc(N2CCCCC2)cc1NCCOc1ccccc1 | -8 | -0.86 | -0.08
O=C(Nc1cccc(-c2cn3ccccc3n2)c1)C1CC1 | -10 | 0.85 | 0.72
O=C(NCCCn1ccnc1)c1ccc(Br)o1 | -6 | -0.05 | -0.56
CCOC(=O)CS(=O)(=O)c1ccccc1 | 0 | 0.26 | -0.92
COC(=O)c1cc(-c2c(C)oc3cc(OC)ccc3c2=O)c(C)o1 | / | -0.21 | -0.9
Cc1c(Br)c(C(F)(F)F)nn1CC(=O)N1CCCC1 | 29 | 0.9 | 0.16
O=C(Cn1cc2c(n1)CCCC2)NCCCN1CCCC1 | / | 0.16 | -0.27
CCOC(=O)c1cn(-c2ccccc2)nc1-c1cccnc1 | / | -2.1 | -2.4
CCCc1cc(=O)[nH]c(SCC(=O)OCc2ccccc2)n1 | 43 | 1.4 | 1.9
CCN(CC)S(=O)(=O)c1cccc(C(=O)Nc2cc3oc4ccccc4c3cc2OC)c1 | 27 | -0.22 | -0.92
Cc1cccc(N2CCN(c3ccc(NC(=O)/C=C(/C(=O)O)c4ccccc4)cc3)CC2)c1 | / | -0.14 | 0.8
CC(=O)C1(O)C(C)CC2C3CCC4CC(O)CCC4(C)C3=CCC21C (stereo not drawn) | / | -1.9 | -1.2
O=C(O)c1cccc(CSc2nnc(Cc3ccccc3)o2)c1 | -7 | 0.93 | -0.14
COc1cc(NC(=O)CN2C(=O)NC(C)(c3ccccc3)C2=O)c(C)cc1[N+](=O)[O-] (stereo not drawn) | / | 1.3 | 1.7
COc1ccc(CN2CCN(C(=O)c3cccs3)CC2)cc1Br | -16 | -0.35 | -0.11
Cc1ccnc(SCCn2c(N3CCC(C)CC3)nc3c2c(=O)[nH]c(=O)n3C)n1 | / | 1.2 | 0.85
Clc1cccc(-c2nc(NCc3cccnc3)c3ccccc3n2)c1 | / | -1.8 | -1.3
COc1ccccc1NC1SC(=O)N(c2ccccc2)C1=O (stereo not drawn) | / | 0.43 | -0.33
COc1ccc(NC(=O)Nc2cccc(F)c2)c(OC)c1 | -29 | / | /
COc1ccccc1-c1cc(C(F)(F)F)c(C#N)c(=O)[nH]1 | 16 | / | /

Just sdo1 growth, for some of the entries so far:
structure	sdo1 growth
O=C(O)c1cccc(CSc2nnc(Cc3ccccc3)o2)c1	0.93
CC(=O)C1(O)C(C)CC2C3CCC4CC(O)CCC4(C)C3=CCC21C (stereo not drawn)	-1.9

Other entries follow:
SMILES | Insulin prom inh | sdo1 growth | sdo1 growth Rescue 24 h
Cc1cc(C)nc(SCc2nnc(SCC(=O)Nc3ccc(C)c(C)c3)o2)n1 | 19 | -1.2 | -0.51
CCOC(=O)c1cccc(NC(=O)c2ccco2)c1 | -31 | -0.8 | -1.1
CC1CN(CCCOc2ccccc2[N+](=O)[O-])CC(C)O1 (stereo not drawn) | 11 | -0.12 | 0.85
CCOC(=O)N1CCN(C(=O)c2cc3c(s2)-c2ccccc2OC3)CC1 | / | -0.07 | -0.34
COc1cc(OC)cc(C(=O)Nc2cccc(NC(C)=O)c2)c1 | / | 0.51 | 0.52
c1ccc(Nc2nc(-c3ccncc3)cs2)nc1 | 43 | -1.3 | -1.8

Of the compounds above, these contain a CF3 group:
SMILES | Insulin prom inh | sdo1 growth | sdo1 growth Rescue 24 h
COc1ccc(-c2cc(C(F)(F)F)nc(SCCC(=O)NCc3ccccc3)n2)cc1 | -36 | -0.32 | 0.38
Cc1c(Br)c(C(F)(F)F)nn1CC(=O)N1CCCC1 | 29 | 0.9 | 0.16
COc1ccccc1-c1cc(C(F)(F)F)c(C#N)c(=O)[nH]1 | 16 | / | /
